# LRH-1 inv ag: NR5A2 inverse agonism in reporter assay | O00482 | HEK293T StAR-luciferase reporter, LRH-1 transfected, 24 h | inhibition, % at 3.6 µM | 0.13% of 360,000 active | AID 602396;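 active = inhibition above the mean inhibition of all tested compounds plus 3 SD, cut at about 73% in these data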;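 also: 0% = DMSO wells and 100% = reporter-only cells lacking LRH-1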
# TLR9-MyD88 block: TLR9-MyD88 interaction inhibition; inhibition, % at 4.98 µM; AID 504734; 0.21% of 340,000 active; Q9NR96+Q99836; CHO BLA complementation TLR9-MyD88, CCF4 FRET ratio;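 active = inhibition above the mean over all tested compounds plus 3 SD, cut at about 21% in these data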;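 also: 0% = DMSO only wells and 100% = clavulanate BLA inhibitor control wells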
# C8 TRAIL sens: caspase-8 TRAIL sensitization; NB7+C8 cells + TRAIL, ATPlite viability luminescence; inhibition (viability loss, TRAIL sensitization), % at 10 µM; 1% of 360,000 active; AID 624354;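 active = compounds causing at least 50% loss of cell viability in the single-dose screen, relative to plate controls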
# TROY NFkB inh: TROY signaling inhibition; 0.98% of 360,000 active; Q293 LMP1-TROYcd NF-kB luciferase reporter, 4 h; inhibition, % at 10 µM;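 active = compounds whose plate-normalised and pattern-corrected inhibition of the luciferase reporter signal at the single screening dose is 50% or more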
# NR2F2 inh: blocks human COUP-TFII nuclear receptor | AID 686940 | 0.7% of 370,000 active | P24468 | HEK293T NGFI-A luciferase reporter, luminescence | inhibition, % at 8.6 µM;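 active = inhibition above a per-plate cutoff, mean inhibition of test wells between control levels plus 3 SD, cut at about 38% in these data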;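 also: cells cotransfected with COUP-TFII expression vector driving the NGFI-A reporter; 0% = median of COUP-TF2 test wells and 100% = reporter-only cells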
# NCOA3 inh: inhibitors of human steroid receptor coactivator 3 (SRC3) | Q9Y6Q9 | HEK293 GAL4-SRC3 luciferase reporter, luminescence | inhibition, % at 3.6 µM | 0.17% of 360,000 active | AID 588352;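 active = inhibition above a per-campaign cutoff, the mean of all compounds plus 3 SD, cut at about 60% in these data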;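 also: 0% = DMSO-treated cells and 100% = gossypol-treated cells at 36 µM; higher means less SRC3-driven luciferase light from the GAL4 reporter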
# NCOA2 inhibitor: human SRC2 (NCOA2) inhibition | inhibition, % at 9 µM | Q15596 | 0.17% of 370,000 active | AID 651957 | HEK293 GAL4-SRC2 luciferase reporter, luminescence;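 active = inhibition above the mean inhibition of all tested compounds plus 3 SD, set per campaign, cut at about 52% in these data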;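 also: 0% = DMSO treated cells and 100% = cells given Gossypol at 36 µM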
# NOD2 RIPK2 PPI: NOD2-RIPK2 protein interaction inhibition; inhibition, % at 4.98 µM; CHO BLA complementation NOD2-RIPK2, CCF4 ratio; 0.38% of 360,000 active; in the data active = inhibition above about 21%;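 also: 0% = vehicle only and 100% = reference blocker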
# TWEAK-Fn14 inh: inhibitors of TWEAK-Fn14 interaction signaling; TWEAK-stimulated Fn14 reporter cells, luciferase luminescence, 8 h; inhibition, % at 10 µM; 2% of 360,000 active; AID 1159606; in the data active = inhibition above about 50%
# NCOA1 inh: inhibits human SRC1 coactivator | HEK293 GAL4-SRC1 luciferase reporter, luminescence | inhibition, % at 3.6 µM | Q15788 | AID 588354 | 0.12% of 360,000 active;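 active = inhibition above the campaign mean plus 3 SD, with each screening campaign given its own cutoff, cut at about 60% in these data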;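 also: 0% = DMSO treated cells and 100% = gossypol at 36 µM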
# EBV LMP1 NFkB: reduces LMP1-driven NF-kappaB luciferase signal | LMP1-induced NF-kappaB luciferase reporter cells, luminescence | inhibition, % at 12.5 µM | 0.69% of 350,000 active | AID 504558; in the data active = inhibition above about 41%;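 also: 0% = neutral control wells and 100% = reference inhibitor control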
# * marks the source's active call; other numbers are inactive results; . = no result given.
compound	LRH-1 inv ag	TLR9-MyD88 block	C8 TRAIL sens	TROY NFkB inh	NR2F2 inh	NCOA3 inh	NCOA2 inhibitor	NOD2 RIPK2 PPI	TWEAK-Fn14 inh	NCOA1 inh	EBV LMP1 NFkB
C/C(=N\N=C\c1ccc(N(C)C)cc1)c1cccc([N+](=O)[O-])c1	12	2	-9	-17	6	-16	-57	5	-11	5	-4
COc1ccc(C(=O)Nc2cc(-c3ccc(C)cc3)no2)cc1	3	-1	-13	-28	-30	16	-63	-18	-23	13	-47
CC(C)c1cccc(C(C)C)c1NC(=O)c1ccccc1	-5	5	-7	-2	18	19	15	-8	15	1	4
Cc1ccc2oc(=O)n(CCC(=O)Nc3ccc(N4CCOCC4)cc3)c2c1	-2	-4	2	-14	2	-8	-8	-2	-4	-10	-1
CCCCc1[nH]nc2c1C1(C(=O)N(CC)c3ccccc31)C(C#N)=C(N)O2 (stereo unspecified)	13	0	-7	-6	4	22	-17	-3	4	-1	0
O=C(O)C1CC1(c1ccccc1)c1ccccc1 (stereo unspecified)	12	-7	-18	1	31	6	-21	-1	4	8	4
O=[N+]([O-])c1cc2ncccc2c2ncccc12	52	-8	24	9	-2	5	12	-3	29	12	6
Nn1c(SCC(=O)Nc2nccs2)nnc1-c1ccccn1	-1	-6	-11	-2	-9	1	-37	-6	22	5	5
COc1ccc(-n2nc(C(=O)NCC(=O)N3CCN(Cc4ccccc4)CC3)c3ccccc3c2=O)c(OC)c1	14	1	-8	3	7	-6	-34	-20	-10	-1	-1
CCNCc1cc(Cl)cc(OC)c1OC(C)C	2	0	5	-19	14	11	12	3	11	0	-5
O=C(NCCCN1CCOCC1)C1CC(=O)N(c2ccccc2)C1 (stereo unspecified)	2	2	-3	-14	-13	12	-18	2	0	8	2
CC(C)(C)NC(=O)C(c1ccccn1)N(C(=O)c1csnn1)C1CCCCC1 (stereo unspecified)	-6	4	-4	-3	31	2	-11	4	3	-6	-13
COCCNC(=O)C1CCCN(Cc2cccc(C(F)(F)F)c2)CC1 (stereo unspecified)	1	.	-12	4	-7	0	-7	-7	-20	-16	.
O=C(CN1CCN(Cc2ccccc2)CC1)NCC1COc2ccccc2O1 (stereo unspecified)	-1	1	0	-10	13	-2	-9	-7	-3	-15	-2
O=C(NCCC1CCCCN1S(=O)(=O)c1ccc(F)cc1)C(=O)Nc1ccccc1 (stereo unspecified)	15	-13	17	-29	4	2	0	9	8	-17	-1
CCS(=O)(=O)Nc1ccc(C(=O)c2ccccc2)cc1	2	22*	-7	-7	3	-5	-2	8	3	-2	10
COc1ccc(S(=O)(=O)N(CC(=O)NC2CCCCC2)c2ccc(F)cc2)cc1	12	11	-7	12	6	6	-7	1	14	9	-2
Cc1nc(C(F)(F)F)c(C(=O)NC(=O)Nc2ccccc2)s1	-1	12	-4	-11	-3	-11	-25	-19	5	-2	-6
Cc1ccsc1C(=O)OCC(=O)Nc1cccc(S(=O)(=O)NC2=NCCCCC2)c1	4	9	0	-14	-5	-1	-8	-7	-2	6	-5
O=C1c2ccccc2NC(c2ccc(Cl)cc2Cl)N1O (stereo unspecified)	14	10	2	-7	4	-1	1	1	6	-21	2
CCOc1ccc(OC(=O)C(CCS(C)(=O)=O)N2C(=O)c3ccccc3C2=O)cc1 (stereo unspecified)	-5	4	4	-11	2	6	16	-4	1	5	-5
Cc1noc(C)c1C(=O)N1CCC1(C)C(=O)NS(=O)(=O)Cc1cccc(Cl)c1 (stereo unspecified)	-6	.	-19	3	-11	-17	-18	-5	1	-9	.
O=C(CNC(=O)c1ccccc1)N/N=C/c1ccc([N+](=O)[O-])o1	32	-1	26	-6	-10	10	10	-7	-1	-16	-14
COc1ccc(N(CC(=O)N2CCN(c3ccccc3F)CC2)S(=O)(=O)c2c(C)noc2C)cc1	-11	-2	4	-10	0	14	-16	-3	14	3	2
COC(=O)c1ccccc1NC(=O)c1nc2nc(C)cc(C)n2n1	3	4	16	-31	-2	14	6	-2	6	-1	-8
Cc1ccc(NC(=O)Cc2nnc(SCC(=O)Nc3ccccc3)n2C)cc1	-5	5	-21	-32	-21	13	-37	-5	-29	-15	2
O=C(Nc1ccccc1)c1ccccc1Oc1ccc(C(F)(F)F)cc1[N+](=O)[O-]	7	-8	-6	4	-4	22	9	4	39	-10	-2
CCSc1nnc(-c2cc3c(s2)-c2ccccc2CC3)o1	-28	-4	-13	-67	4	-36	-4	-6	-21	-44	-26
Cc1[nH]n(-c2ccc([N+](=O)[O-])cc2)c(=O)c1C=NCCN1CCN(C(=O)C(C)C)CC1	3	3	29	4	24	11	4	-11	-10	6	-3
Cc1nnc(NC(=O)c2c(-c3ccccc3Cl)noc2C)s1	6	6	1	-11	16	21	-44	-8	1	-88	-3
Cc1occc1C(=O)NNC(=S)NCc1ccc(Cl)cc1	-3	1	-3	-14	-2	-12	-2	-11	1	-19	-12
CCOC(Cn1c(SCc2cc(C(C)=O)ccc2OC)nc2ccccc2c1=O)OCC	9	-6	16	0	-12	20	10	5	-13	-8	-5
O=C(O)CSc1nnc(Cc2ccccc2)n1Cc1ccccc1	-18	-3	-20	17	16	1	-17	0	5	-1	-3
COc1ccc(CC(=O)N/N=C\c2cc(Br)c(O)c(Br)c2)cc1	-9	-18	7	-6	4	3	5	-3	-1	-24	-3
CCCNc1c(NS(=O)(=O)c2cccc(C#N)c2)c(=O)oc2ccccc12	-31	2	-10	-7	11	3	3	0	6	8	-2
O=C(NC(Cc1ccccc1)C(=O)O)/C(=C/c1ccco1)NC(=O)c1cccc([N+](=O)[O-])c1 (stereo unspecified)	-32	5	-8	4	18	13	2	-7	-14	9	-15
C[N+](C)(C)CC(=O)N1CCN(c2ccc3ccccc3n2)CC1	12	0	-10	3	9	-5	-28	7	13	13	-2
FC(F)(F)c1cccc(-c2ccn3ncnc3n2)c1	8	-1	-27	-14	-5	18	3	-19	-10	6	1
O=c1[nH]c(/C=C/c2ccccc2)c([N+](=O)[O-])c(=O)[nH]1	-11	3	-3	14	0	-12	-8	-14	-3	2	-21
N#CC1=C(N)Oc2cc(N)ccc2C1c1ccccc1F (stereo unspecified)	10	10	16	5	-9	1	8	15	26	-19	-18
CN(CCc1nc2ccc(Cl)cc2[nH]1)Cc1nc(CC2CC2)no1	7	7	0	-17	1	9	-3	-5	11	-9	1
C=CCn1c(SCC(=O)Nc2ccc(Cl)cn2)nnc1C1CC1	1	-11	-18	1	18	1	12	5	12	-2	-7
O=C(NCCN1CCC(n2c(=O)[nH]c3ccccc32)CC1)c1ccc(Cl)c(Cl)c1	-7	.	8	7	10	.	-2	7	-7	.	.
CCC(C)N(CCNC(=O)c1ccc2c(c1)NC(=O)c1ccccc1S2)C1CCCCC1 (stereo unspecified)	-12	1	29	-4	11	22	5	5	10	6	-10
Cc1cccc(NC(=O)C2CCCN2C(=O)Oc2ccccc2)c1C (stereo unspecified)	-3	0	-8	6	8	-10	-10	-8	4	3	-4
O=C(COc1ccccc1/C=C1/NC(=O)NC1=O)Nc1ccccc1	11	-8	-2	-10	-13	0	-17	-8	4	1	5
C=CCn1c(CNC(=O)c2ccco2)nnc1SCC(=O)Nc1cccc(Br)c1	4	2	-6	-10	-7	-2	-7	7	-5	-21	2
CC(NC(=O)c1cc(Br)ccc1Cl)c1ccccc1 (stereo unspecified)	2	-5	-12	-2	1	10	-26	-9	6	12	9
O=C(CCNC(=O)c1ccc([N+](=O)[O-])cc1)NCc1ccccc1	-19	-2	-16	-13	15	14	14	-10	2	-7	-3
CC(=O)Nc1ccc(S(=O)(=O)Nc2cccc(-c3csc(C)n3)c2)cc1	12	-15	-2	2	-5	9	-11	5	18	7	2
CCOC(=O)c1oc2ccccc2c1NC(=O)c1ccc2c(c1)OCO2	-2	0	4	-13	-3	3	-10	-13	-2	8	8
COc1cc2c(cc1Cl)C(=O)C(F)(c1ccccc1)C(=O)N2 (stereo unspecified)	5	-4	-7	5	12	-8	3	8	13	0	9
COc1ccccc1C(O)c1ncc(-c2cccc3ccccc23)[nH]1 (stereo unspecified)	1	.	-11	-14	-6	8	23	-9	-8	9	.
COc1ccc(S(=O)(=O)N2CCCCC2)cc1NC(=O)CN(Cc1ccco1)Cc1ccco1	10	-9	24	9	29	22	7	-14	25	3	4
CC(=O)Nc1ccc(S(=O)(=O)NCCN2CCNC2=O)cc1Cl	-8	-1	6	3	0	11	-3	1	3	5	-6
CSc1ccc(CCNC(=O)c2ccc(CS(=O)Cc3ccc(Cl)cc3)o2)cc1 (stereo unspecified)	0	-8	1	11	10	8	20	1	19	9	-6
CC(C)N(C(=O)CSc1nnnn1-c1ccc2c(c1)OCO2)C(C)C	10	.	-7	3	7	13	3	-7	-33	5	-3
Cc1ccc(C(=O)NNC(=O)CCCCC(=O)NNC(=O)c2ccc(C)cc2)cc1	4	-6	9	-15	10	-8	10	-1	-9	-3	-1
COc1cccc(CNC(=O)C2CCN(S(=O)(=O)c3ccc4c(c3)NC(=O)CO4)CC2)c1	10	2	7	-4	-5	-14	3	-5	4	-6	-1
N#C/C(=N\Nc1ccc(Cl)cc1)C(=O)c1ccsc1	-8	-6	8	14	-7	14	-15	0	36	-7	-14

# Next part.
compound	LRH-1 inv ag	TLR9-MyD88 block	C8 TRAIL sens	TROY NFkB inh	NR2F2 inh	NCOA3 inh	NCOA2 inhibitor	NOD2 RIPK2 PPI	TWEAK-Fn14 inh	NCOA1 inh	EBV LMP1 NFkB
COc1ccc(N2C(=S)N=C(Nc3ccccc3)C23CCCCC3)cc1	15	-1	5	5	2	3	13	-2	-14	6	1
CCCn1nnnc1SCC(=O)NCc1cccs1	-12	1	-13	-8	6	-7	0	-2	12	2	-4
CC(CCc1ccccc1)N(C)CC(O)c1cccc([N+](=O)[O-])c1 (stereo unspecified)	-1	-6	-3	11	-7	4	-4	-7	-6	12	5
COc1cc(OC)c2c(-c3ccccc3)cc(=O)oc2c1C(CCN1CCOCC1)c1ccc(N(C)C)cc1 (stereo unspecified)	-7	2	11	2	-3	-3	-30	9	6	-3	-19
Cc1ccsc1-c1nc(CSCC(=O)NCCN2CCCC2)c(C)o1	1	-8	2	-13	2	-3	4	-5	-6	6	6
CSc1ccccc1C(=O)OCC(=O)N1CCCCCC1	-23	-3	-6	-58	-18	-33	-28	-15	-6	-16	-16
CCOC(=O)c1cc(C(=O)n2cc(Cl)cn2)nn1C	-7	1	-3	9	-1	11	16	10	8	1	6
COc1ccc(NC(=O)CCNS(=O)(=O)c2ccc3c(c2)CC(C)N3C(=O)C2CC2)cc1 (stereo unspecified)	-1	-6	4	-3	11	9	-5	-13	6	-9	-4
COc1ccc(CNC(=O)CCC(=O)Nc2nnc(CC(C)C)s2)cc1	-8	-8	5	-5	-13	23	2	0	-18	-14	8
COc1cccc(CN(CC(=O)NCc2ccccc2)C(=O)c2csnn2)c1	-7	-7	-15	-6	-5	2	4	-12	8	5	8

# From PubChem BioAssay

# These rows are one share of the data, so the mix of outcomes need not match the whole.
